# MrgX1 ag: agonists of human MrgX1 receptor | MrgX1-HEK293 cells, Fluo-4 calcium fluorescence, agonist mode; active compounds read high | B-score at 10 µM | 310,000 compounds, 0.44% hits;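 active means calcium response B-score plate-corrected fluorescence ratio at least 3 library SD, with starting fluorescence B-score inside 5 SD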
#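 Test system: HEK293 cells stably expressing human MrgX1 receptor; amount: 15,000 cells per well; doses: compound delivered in addition one of three; times: overnight plating before 1 h dye loading; detection: Fluo-4 NW calcium-flux fluorescence, kinetic read; read-out basis: B-scored fluorescence response ratio; controls: positive and negative controls per plate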
# TMEM16A act: activators or potentiators of mouse TMEM16A chloride channel | B-score at 10 µM | 340,000 compounds, 0.3% hits | HEK293 TMEM16A/YFP-H148Q/I152L, iodide quench fluorescence; active compounds read low | AID 623877;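 active means fluorescence-ratio B-score plate-corrected deviation score at least 3 library SD below zero, with starting fluorescence score within 5 deviations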;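 further: channel opened by trigger with iodide after compound preincubation; score built on the fluorescence ratio of max minus min over baseline; more negative score means more quench and so TMEM16A activation or potentiation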
# TRPC4 block: inhibitors of mouse TRPC4 channel. Q9QUQ5. HEK293 TRPC4beta/mu-opioid, DAMGO-evoked Fluo4 calcium flux; active compounds read low. B-score at 10 µM. 300,000 compounds, 0.39% hits. AID 2247;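 active means B-score over 3 SD under the library average, no early fluorescence shift, positive overall ratio signal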
# Target sequence (Q9QUQ5 whole entry, looked up): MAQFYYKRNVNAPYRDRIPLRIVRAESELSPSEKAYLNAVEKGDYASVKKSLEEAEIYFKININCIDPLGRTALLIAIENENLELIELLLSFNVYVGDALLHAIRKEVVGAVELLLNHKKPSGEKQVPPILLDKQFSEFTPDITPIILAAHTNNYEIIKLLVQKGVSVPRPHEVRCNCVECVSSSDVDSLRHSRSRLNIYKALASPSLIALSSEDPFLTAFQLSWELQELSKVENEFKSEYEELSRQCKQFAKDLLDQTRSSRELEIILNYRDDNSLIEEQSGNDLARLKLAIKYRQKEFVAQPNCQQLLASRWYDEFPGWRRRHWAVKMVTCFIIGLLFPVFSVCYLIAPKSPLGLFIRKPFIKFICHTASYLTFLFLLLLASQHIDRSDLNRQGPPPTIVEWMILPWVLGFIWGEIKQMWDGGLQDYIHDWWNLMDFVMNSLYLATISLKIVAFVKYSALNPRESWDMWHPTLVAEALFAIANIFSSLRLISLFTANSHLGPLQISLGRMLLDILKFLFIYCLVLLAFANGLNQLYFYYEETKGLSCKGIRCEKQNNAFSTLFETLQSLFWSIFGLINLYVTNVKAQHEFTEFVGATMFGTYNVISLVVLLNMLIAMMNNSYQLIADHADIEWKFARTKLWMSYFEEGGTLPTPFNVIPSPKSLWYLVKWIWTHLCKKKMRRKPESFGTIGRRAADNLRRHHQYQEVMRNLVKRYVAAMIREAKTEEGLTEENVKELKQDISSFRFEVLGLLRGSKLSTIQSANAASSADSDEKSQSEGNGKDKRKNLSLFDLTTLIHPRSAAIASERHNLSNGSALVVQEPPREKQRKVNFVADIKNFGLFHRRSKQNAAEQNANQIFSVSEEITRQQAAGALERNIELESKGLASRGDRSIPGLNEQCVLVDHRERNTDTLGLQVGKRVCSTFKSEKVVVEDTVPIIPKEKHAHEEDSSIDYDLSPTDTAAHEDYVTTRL
#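 System: stable TRPC4beta/mu-opioid receptor HEK293 cells; Dosing: single-point compound dosing; Measured by: Fluo4 Ca2+ flux fluorescence; Read-out basis: per-well B score of integrated baseline-normalized Fluo4 ratio.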
# TRPC6 inhibitor: blocks the mouse TRPC6 cation channel. Q61143. HEK293-TRPC6, membrane potential dye, ACh-evoked depolarization; active compounds read low. B-score at 10 µM. 310,000 compounds, 1.1% hits. AID 2553;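 active means B-score under library mean minus 3 SD, initial fluorescence not abnormally high, positive integrated signal ratio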;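 further: B-score derived from integrated fluorescence ratio over the kinetic read; more negative B-score means stronger inhibition of depolarization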
# SKKanGAS inh: SKKanGAS growth inhibition. inhibition, % at 7.5 µM. AID 1662. 300,000 compounds, 1.3% hits. S. pyogenes SKKanGAS, kanamycin growth, BacTiter-Glo, 6 h;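 active means mean replicate score, as percent of positive control median, at least 50; inconclusive means mean below 50 but one replicate at or above 50; inactive means mean and every replicate below 50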;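 further: strain carries kanamycin resistance gene driven by streptokinase promoter and grows in 40 µg/ml kanamycin; loss of luminescence reflects streptokinase promoter inhibition or plain growth inhibition; 0% = median of DMSO wells and 100% = positive control at its reference dose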
# TRPC4 potent: allosteric potentiators of mouse TRPC4 channel; Q9QUQ5; HEK293 TRPC4beta/mu-opioid, DAMGO EC20, Fluo-4 Ca2+ flux; active compounds read high; B-score at 10 µM; 310,000 compounds, 0.42% hits; AID 2227;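 active means B-score of calcium response area above 5 SD of library B-scores, with initial fluorescence ratio within 5 SD of library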;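 further: B-score of integrated fluorescence ratio over time as area under calcium response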
# MrgX1 antagonist: antagonists of human MrgX1 receptor; Q96LB2; MRGX1-HEK293 calcium flux, Fluo-4, BAM8-22 antagonism; active compounds read low; B-score at 10 µM; 310,000 compounds, 1.3% hits;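 active means calcium-response B-score plate-corrected more than 3 library SD below zero, starting fluorescence within 5 deviations, no agonist response on first addition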;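 further: peak minus trough fluorescence over baseline after final BAM8-22 challenge near maximal dose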
# TMEM16A inh: blocks the mouse calcium-activated chloride channel TMEM16A. Q8BHY3. HEK293 TMEM16A/YFP iodide influx fluorescence, ionomycin. normalized B-score (activity score, 25-100; higher = stronger inhibition) at 10 µM. 310,000 compounds, 1.2% hits;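 active means ratio plate-corrected score three or more library SD toward inhibition, starting fluorescence score within five deviations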;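 further: score derived from kinetic fluorescence span divided by baseline fluorescence per well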
# MrgX1 PAM: human MrgX1 positive allosteric modulation, primary screen; AID 588675; B-score at 10 µM; MrgX1-HEK293, Fluo-4 calcium flux, FDSS; active compounds read high; 310,000 compounds, 0.63% hits; Q96LB2;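 active means plate-corrected calcium response at least 3 library SD above typical, normal starting fluorescence, not activating the receptor alone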;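 further: compound read alongside a low EC10 to EC30 dose of BAM8-22 agonist; peak minus trough fluorescence over baseline measured at the second addition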
# TRPC4 agonist: opens the mouse TRPC4 cation channel | Q9QUQ5 | AID 2237 | 310,000 compounds, 0.49% hits | HEK293 TRPC4beta/mu-opioid, Fluo4 calcium fluorescence; active compounds read high | B-score at 10 µM;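 active means B-score above 5 SD of library B-scores, and initial fluorescence ratio not above library mean plus 5 SD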;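 further: positive B-score marks a calcium rise read as TRPC4 activation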
#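 Assay system: HEK293 stable line with TRPC4beta plus mu-opioid receptor; schedule: 45 min room-temperature Fluo4 loading, 110 s read; technique: kinetic Fluo4 calcium fluorescence; evaluation: integrated baseline-normalised fluorescence ratio, converted to per-well B score; controls: buffer (low) and maximal DAMGO (high)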
# TRPC6 act: activators of mouse TRPC6 channel; Q61143; HEK293-TRPC6 membrane potential dye fluorescence; active compounds read high; B-score at 10 µM; 310,000 compounds, 0.13% hits; AID 2550;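 active means B-score of the integrated fluorescence ratio above library mean plus 3 SD, and starting fluorescence ratio within library mean plus 5 SD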;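 further: higher score means more depolarization so channel activation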
# Starred values were filed as active, the others as inactive; i = inactive; ? = inconclusive; . = not tested or not shown; & = joins results of further samples; ! = not confirmed by another sample.
SMILES,MrgX1 ag,TMEM16A act,TRPC4 block,TRPC6 inhibitor,SKKanGAS inh,TRPC4 potent,MrgX1 antagonist,TMEM16A inh,MrgX1 PAM,TRPC4 agonist,TRPC6 act
CCCCN1C(=O)C(O)(CC(=O)c2c(C)coc2C)c2ccccc21 (stereo not given),i,i,i,i,-7,i,i,i,i,i,i
Cc1ccccc1N(CC(=O)Nc1ccccc1C(=O)NCc1ccco1)S(=O)(=O)c1ccccc1,i,i,i,i,7,i,i,i,i,i,i
CC(C)(C)C(=O)Nc1ccccc1C(=O)Nc1cccnc1,i,i,i,i,-7,i,i,i,i,i,i
COc1ccc2c(c1OC)C(=O)N1C2SC(C)(C)[C@H]1C(=O)NC(C)C (stereo not given in full),i,.,i,i,-4,i,i,i,i,i,i
O=C(O)CCSc1ccc2ccccc2n1,i,i,i,i,-1&0,i,-6.7*!,i,i,i,i
CCOC(=O)c1sc(Nc2cccc(Cl)c2)nc1C,i,i,i,i,-12,i,i,i,i,i,i
COc1ccc(CNC(=O)COc2ccc(Br)c(C)c2)cc1,i,i,i,i,-10,i,i,i,i,i,i
COCCCn1c(SCC(=O)Nc2ccc(NC(C)=O)cc2)nc2sc3c(c2c1=O)CCC3,i,i,i,i,1,i,i,i,i,i,i
Cc1ccc(C)c(N2CCN(C(=O)CCS(=O)(=O)c3ccc4c(c3)NC(=O)CO4)CC2)c1,i,i,i,i,-16,i,i,i,i,i,i
Cc1ccc(-c2nc3cccnc3o2)cc1NC(=O)COc1ccc(Cl)cc1C,i,i,i,i,5,i,i,i,i,i,i
CC(C)(C)c1nnc2sc(SCCN3C(=O)c4ccccc4C3=O)nn2c1=O,i,i,i,i,-3,i,i,i,i,i,i
CCOC(=O)Cc1csc(NC(=O)CC(C)(C)C)n1,i,i,i,i,-12,i,i,i,i,i,i
COc1ccc(C(=O)NC(=S)NCc2cccnc2)cc1OC,i,i,i,i,-19,i,i,i,i,i,i
CN(C(=O)c1ccc(COc2ccccc2Br)o1)c1ccccc1,i,i,i,i,11,i,i,i,i,i,i
OC1(c2cccs2)CN(c2ccc(Cl)cc2)C2=[N+]1CCCC2 (stereo not given),i,i,-6*,i,-5,i,i,i,i,i,i
Cc1cccc(N(CC(=O)NC2CCCC2)C(=O)c2cc3cc4cccc(C)c4nc3s2)c1C,i,i,i,i,9,i,i,i,i,i,i
O=C1CSc2ccc(S(=O)(=O)N3CCN(c4ccccc4F)CC3)cc2N1,i,i,i,i,-12,i,i,i,i,i,i
Cc1ccc(C)c(N(CC(=O)NC2CCCC2)C(=O)CCCC(=O)Nc2ccccn2)c1,.,i,i,i,-6,i,.,.,.,i,i
COc1ccc(C2COC(=O)C2=N)c(NC(=O)c2ccc(Cl)cc2)c1 (stereo not given),i,i,i,i,0,i,i,i,i,i,i
COC(=O)c1ccc(C(=O)OC)c(NC(=O)CN2CCN(c3ccccc3)CC2)c1,i,i,i,i,11,i,i,i,i,i,i
NC(=O)OCC(COC(N)=O)c1ccccc1,i,i,i,i,-2&1,i,i,i,i,i,i
COc1cccc(CN2CC(C(=O)NCCc3ccccc3C(F)(F)F)CCC2=O)c1 (stereo not given),i,i,i,i,1,i,i,i,i,i,i
O=C(COC(=O)CNS(=O)(=O)c1ccccc1)Nc1ccc(Cl)cn1,i,i,i,i,-1,i,i,i,i,i,i
COc1ccc(C(OC(=O)c2ccco2)C(=O)NC2CCCCC2)cc1OC (stereo not given),i,i,i,i,-6,i,i,i,i,i,i
COC(CN(C)S(=O)(=O)c1cc2c3c(c1)CCN3C(=O)CC2)OC,i,i,i,i,-2,i,i,i,i,i,i
Cc1nn(CCCC(=O)NCc2ccccc2)c(=O)c2nn(-c3ccccc3)c(C)c12,i,i,i,i,3,i,i,i,i,i,i
O=C1OCC(CO)(CO)N=C1NNc1ccc(Cl)c(Cl)c1,i,i,i,i,2,i,i,i,i,i,i
COc1ccc(C(=O)Cc2ccc3c(c2)OCO3)c(O)c1,i,i,i,i,-3,i,i,i,i,i,i
O=C(c1cccc(N2C(=O)C3CC=CCC3C2=O)c1)N1CCCCCC1 (stereo not given),i,i,i,i,1,i,i,i,i,i,i
Cc1nnc(NC(=O)CCn2cnc3ccccc3c2=O)s1,i,i,i,i,-4,i,i,i,i,i,i
CCc1ccc(-n2c(C)cc(/C=N/NC(=O)c3ccncc3)c2C)cc1,i,i,i,i,5,i,i,i,i,i,i
Cc1ccc(Oc2ncnc(N)c2[N+](=O)[O-])cc1,i,i,i,i,5,i,i,i,i,i,i
O=C(COC(=O)c1cnccn1)c1ccc(Br)cc1,i,i,i,i,-2,i,i,i,i,i,i
CC(NC(=O)CN(C)Cc1ccc(Br)cc1)c1ccccc1 (stereo not given),i,i,i,i,7,i,i,i,i,i,i
Fc1ccc(-c2nnn3c2nc(NCc2ccccc2)c2ccccc23)cc1,i,i,i,i,0,i,i,i,i,i,i
O=C(NCc1ccccn1)c1ccc(CNS(=O)(=O)c2cccc(Cl)c2)cc1,i,i,i,i,-4,i,i,i,i,i,i
Cc1ccc2c(c1)C1CCCC3C1N2CC(=O)N3Cc1ccccc1 (stereo not given),i,.,i,i,19,i,i,i,i,i,i
COc1ccc(/C=C2\SC(=O)N(CC(=O)NC3C=CS(=O)(=O)C3)C2=O)cc1 (stereo not given),i,i,i,i,-2,i,i,i,i,i,i
O=C(O)CNS(=O)(=O)c1ccc2c3c(cccc13)C(=O)N2,i,i,i,i,-3,i,i,i,i,i,i
CN1CCCN(Cc2ccccc2Br)CC1,i,i,i,i,2,i,i,i,i,i,i
CCCCc1c(O)nc(SCC(=O)N2CCOCC2)n(-c2ccccc2C)c1=O,i,i,i,i,-1,i,i,i,i,i,i
CCOC(=O)CCC(=O)c1c(C)oc2ccc(OC)cc12,i,i,i,i,-6,i,i,i,i,i,i
O=C(c1cccc(S(=O)(=O)Nc2ccccc2Cl)c1)N1CCCCCC1,i,i,i,i,-5,i,i,i,i,i,i
Cc1ccc(OCCNC(=O)c2ccc(NC(=O)CC3SC(N4CCCC4)=NC3=O)cc2)cc1 (stereo not given),i,i,i,i,1,i,i,i,i,i,i
CCCc1cc(=O)oc2c(C)c(OCC(=O)N3CCC(C(=O)O)(c4ccccc4)CC3)ccc12,i,i,i,i,20,i,i,i,i,i,i
Cc1ccc(S(=O)(=O)Nc2ccc3nc(-c4cccn4C)[nH]c3c2)cc1,i,i,i,i,7,i,i,i,i,i,i
CC(C)CC(=O)NC(=S)Nc1nc(-c2cccc3ccccc23)cs1,i,i,i,i,26,i,i,i,i,i,i
COc1cc(OC)cc(C(=O)Nc2ccc(S(=O)(=O)N3CCOCC3)cc2)c1,i,i,i,i,-1,i,i,i,i,i,i
O=C(O)c1ccc(/C=N/Nc2ccc(S(=O)(=O)N3CCCC3)cc2[N+](=O)[O-])cc1,i,i,i,i,1,i,i,i,i,i,i
COc1ccc(NC2CCCN(C(=O)c3ccc(CSC)o3)C2)cc1OC (stereo not given),i,i,i,i,-5,i,i,i,i,i,i
CN(CC(=O)NC1CC(C)(C)NC(C)(C)C1)S(=O)(=O)c1cc(Cl)ccc1Cl,i,i,i,i,-1,i,i,i,i,i,i
CCOc1ccc(NC(=S)N2CCn3c(nc4ccccc43)C2)cc1,i,.,i,i,-5,i,i,i,i,i,i
Cn1c(CSCc2ccc(Cl)c(Cl)c2)n[nH]c1=S,i,i,i,i,-4,i,i,i,i,i,i
NC(=O)c1ccc(N2CCCCC2)c(N2C(=O)CCC2=O)c1,i,i,i,i,-2,i,i,i,i,i,i
O=C(CSc1ccc(-c2ccccc2)nn1)NC1CCCC1,i,i,i,i,-2,i,i,i,i,i,i
COc1ccc(NC(=O)c2cc(S(=O)(=O)N3CCc4ccccc43)cn2C)cc1OC,i,i,i,i,4,i,i,i,i,i,i
O=C(CSCc1nc2c(nnn2Cc2ccc(F)cc2)c(=O)[nH]1)Nc1cccc(C(F)(F)F)c1,i,i,i,i,1,i,i,i,i,i,i
CCOC(=O)c1oc2cc(O)c(CC)cc2c(=O)c1-c1ccc2c(c1)OCCO2,i,i,i,i,16,i,i,i,i,i,i
COc1cccc(NC(=O)N2CCC(NC(=O)C(Cc3cccc(C)c3)NC(C)=O)CC2)c1 (stereo not given),i,i,i,i,-1,i,i,i,i,i,i
CCOC(=O)c1c(C)nc2c(c1-c1ccc(OC)cc1)C(=O)CC(C)(C)C2,i,i,i,i,-3,i,i,i,i,i,i

# Laid out differently: entries from further up.
# Below each compound – MrgX1 ag	TMEM16A act	TRPC4 block	TRPC6 inhibitor	SKKanGAS inh	TRPC4 potent	MrgX1 antagonist	TMEM16A inh	MrgX1 PAM	TRPC4 agonist	TRPC6 act
> O=C(CSc1ccc(-c2ccccc2)nn1)NC1CCCC1
  i	i	i	i	-2	i	i	i	i	i	i
> COc1ccc(NC(=O)c2cc(S(=O)(=O)N3CCc4ccccc43)cn2C)cc1OC
  i	i	i	i	4	i	i	i	i	i	i

# (more compounds)
SMILES,MrgX1 ag,TMEM16A act,TRPC4 block,TRPC6 inhibitor,SKKanGAS inh,TRPC4 potent,MrgX1 antagonist,TMEM16A inh,MrgX1 PAM,TRPC4 agonist,TRPC6 act
Cc1ccccc1N(Cc1ccccc1F)S(C)(=O)=O,i,i,i,i,-1,i,i,i,i,i,i
COc1cccc(/C=C2\SC(=S)N(CC(=O)N(C)C3CCS(=O)(=O)C3)C2=O)c1 (stereo not given),i,i,i,i,-2,i,i,i,i,i,i
Cc1nc(C(=O)Nc2ccc(Cl)cc2)sc1C1(C)CC(c2cccc([N+](=O)[O-])c2)=NO1 (stereo not given),i,i,i,i,19,i,i,i,i,i,i
O=C(CCc1nc2ccccc2c(=O)[nH]1)NNC(=O)c1ccc(Cl)cc1,i,i,i,i,3,i,i,i,i,i,i
COc1ccc(CCn2c(=N)c(S(=O)(=O)c3ccc(C)cc3)cc3c(=O)n4ccccc4nc32)cc1,i,i,i,i,11,i,i,i,i,i,i
S=C(NCc1ccco1)N1CCN(c2nc(-c3ccc(Cl)cc3)cs2)CC1,i,i,i,i,?,i,i,i,i,i,i
